miR122 inh = miR-122 inhibition in Huh7 cells. activation (reporter increase), % at 12.5 µM. AID 602342. actives 0.3% (n = 340,000). Huh7 miR-122 Renilla luciferase sensor, 48 h; neutral wells = 0, positive control = 100;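 active means mean replicate activation score at least 90 and every replicate individually at or above 90; inconclusive means only one of the two criteria met; inactive means neither criterion met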;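 further: higher luciferase means less miR-122 activity so hits act as miR-122 inhibitors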
EWS-Fli inh = inhibitors of EWS/Fli oncoprotein transcriptional activity | actives 0.67% (n = 350,000) | A673 NR0B1-luciferase reporter, viability-normalised | inhibition, % at 12.6 µM;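 active means mean inhibition of at least 50% after viability correction, with every replicate also passing that limit; inconclusive means mean reaches 50% but only one of two replicates passes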;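 further: firefly luciferase signal divided by Alamar Blue viability fluorescence both relative to DMSO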
DENV2 CPE rescue = DENV2-induced cell death inhibition; DENV2-infected cells, cytopathic effect rescue, plate reader; AID 651640; CPE inhibition, % at 9.99 µM; actives 1.7% (n = 350,000); in the data active means CPE inhibition above about 20%, passing the limit was not always enough; inconclusive means no clear call, values can overlap the other calls; tested in BHK-21 cells;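 further: 0% = median of neutral control wells and 100% = median of positive control wells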
FN deposition inh = fibronectin deposition inhibition; inhibition, % at 12.6 µM; AH1F fibroblasts, Alexa488-fibronectin deposition fluorescence, overnight; AID 743247; actives 0.086% (n = 350,000);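 active means mean inhibition across replicates of 30% or more, regardless of how many single replicates reach that level; inconclusive means mean under 30% yet at least half of replicates reach 30%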;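 further: positive control wells lacked labelled fibronectin entirely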
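Material: AH1F fibroblasts assembling fluorescent fibronectin matrix; amount: 10000 AH1F cells/well; medium: DMEM, 2% serum; reagent: Alexa488-fibronectin, 24 nM final in well; dosing: single compound dose, delivered by pin transfer; incubation: 1 h adhesion, overnight exposure; detection: fluorescence after three HBSS washes, excitation 485 nm, emission 525 nm; measure: fibronectin deposition inhibition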
INS-1E GSIS act = GLuc luminescence reporter in INS-1E cells, primary screen for activators of glucose-dependent secretion of insulin | INS-1E GLuc reporter insulin secretion, 2-3 h | activation, % at 16.6 µM | actives 0.61% (n = 370,000);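 active means lowest replicate activation of at least 40%, so every replicate reaches that level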;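 further: 0% = median of neutral control wells and 100% = median of IBMX positive control wells; some compounds called inactive have numbers as strong as hits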
F508del corr = CFTR F508del correction in bronchial cells | CFBE cells, YFP halide quenching; stimulated with forskolin plus potentiator P3; % fluorescence drop versus neutral controls | activity (quench increase), % at 7.58 µM | actives 0.36% (n = 350,000) | AID 720511;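 active means mean added fluorescence quench of at least 8% versus neutral control, with both replicates also reaching 8%; inconclusive means only one of the mean or replicate conditions met; inactive means mean below 8% and not both replicates reaching 8%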;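 further: cells transiently co-express mutant CFTR-F508del with the halide-sensitive YFP; corrector assay measuring rescue of mutant channel to the surface after 24 h compound exposure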
PAX8 reporter = PAX8 transcriptional activity inhibition. RMG-I TPO-luciferase reporter, SteadyGlo, 24 h. inhibition, % at 12.6 µM. actives 1.2% (n = 360,000). AID 652154;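 active means mean replicate inhibition at least 60% with every replicate also reaching 60%; inconclusive means only one of the two criteria is met; inactive means mean below 60% and not all replicates reaching 60%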;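 further: luciferase light reporting Pax8 driven TPO promoter activity; plate controls were median of neutral control wells for no effect and mitoxantrone controls for full effect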
* hit, by the source's call; u = inconclusive; x = not tested or not shown; & = joins results of further samples; [ ] = another dose, or the depositor's remark.

compound | miR122 inh | EWS-Fli inh | DENV2 CPE rescue | FN deposition inh | INS-1E GSIS act | F508del corr | PAX8 reporter
O=C1CSC(c2ccc([N+](=O)[O-])cc2)N1CCN1CCCCC1 (configuration not stated) | x | 2.5 | -2.0 | -9.6 | 13.5 | -1.2 | -16.0
CO[C@H]1CN(C)C(=O)c2cc(NC(=O)Nc3ccc(Cl)cc3)ccc2OC[C@@H](C)N(C(=O)Nc2c(C)noc2C)C[C@@H]1C | 0.4[16.7 µM] | 11.7 | x | -4.9 | -18.0 | 2.7 | 0.7
COc1ccc(NC(=O)C2Cc3c(-c4ccncc4)ccnc3O2)cc1OC (configuration not stated) | -3.1 | 17.1 | -0.7 | x | 20.9 | 0.0 | -4.4
COc1ccc(CN2C(=O)C(CC(=O)NCc3ccco3)CC(C(=O)N(C(C)C)C(C)C)=C2C)cc1 (configuration not stated) | -1.2 | -5.7 | x | -11.4 | -1.4 | -2.5 | -12.9
O=S1(=O)CC(N2CCC(Cc3ccccc3)CC2)CN1CCc1ccccc1 (configuration not stated) | -1.7 | -0.6 | 0.8 | -1.6 | -4.2 | -0.7 | -2.8
COc1ccc(CCc2nc3ccccc3n2C(CCc2ccccc2)c2nc3ccccc3[nH]2)cc1 (configuration not stated) | x | -11.0 | -8.1 | -9.0 | x | -2.7 | 17.0
C[C@H](CO)N1C[C@H](C)[C@@H](CN(C)C(=O)C2CCCCC2)OCCCC[C@H](C)Oc2ccc(NS(=O)(=O)c3cn(C)cn3)cc2C1=O | 2.7[16.7 µM] | -9.6 | 7.9 | x | 13.0 | 0.8 | -4.5
C[C@H](CO)N1C[C@H](C)[C@H](CN(C)C(=O)c2ccccc2)OCCCC[C@H](C)Oc2ccc(NC(=O)C3CCCCC3)cc2C1=O | 37.7[16.7 µM] | 6.5 | 16.1 | x | -21.4 | -1.7 | -5.7
Cc1ccc(C2=NN(C(=O)CN3CCN(C4CCS(=O)(=O)C4)CC3)C(c3ccco3)C2)cc1 (configuration not stated) | -8.6 | -1.0 | 10.2 | -5.3 | -23.2 | -2.2 | 34.3
C[C@H](CO)N1C[C@H](C)[C@H](CN(C)S(C)(=O)=O)Oc2ccc(NC(=O)Cn3cnnn3)cc2CC1=O | -1.3[16.7 µM] | -7.1 | -9.4 | x | -5.7 | -3.0 | 5.0
CC(C)(C)c1cc(CN(CCO)CCO)cc(C(C)(C)C)c1O | -3.1 | x | x | -1.2 | -5.3 | x | x
OCCC1CN(Cc2ccc(Oc3ncccn3)cc2)CCN1C1CCCC1 (configuration not stated) | x | -2.9 | -1.1 | 1.2 | -6.1 | -1.7 | 16.5
CCc1ccc(NC(=O)CCNC(=O)Cn2cnc3ccccc3c2=O)cc1 | -3.9 | -0.5 | -1.8 | -1.9 | -2.4 | -1.6 | -4.8
O=C(C[C@H]1CC[C@H](NC(=O)c2ccccc2)[C@H](CO)O1)Nc1ccc(-c2ccccc2)cc1 | -3.8[16.7 µM] | -10.6 | 2.2 | -5.2 | 10.8 | 3.9 | 12.9
O=C(C1CCCC1)N1CCCCN2[C@H](C1)[C@H](c1ccc(-c3cccc(F)c3)cc1)[C@@H]2CO | -26.2[16.7 µM] | 9.2 | u | x | x | -2.0 | -4.0
O=C(NCCCN1CCOCC1)c1cc(Cl)ccc1[N+](=O)[O-] | x | 16.0 | -2.9 | 1.7 | 38.3 | x | -5.1
Cc1cc(NS(=O)(=O)c2ccc(NC(=O)c3cccc(OC(F)F)c3)cc2)nc(C)n1 | 0.4 | 4.2 | 1.5 | -21.0 | 8.5 | 2.0 | -0.6
O=C(NCc1ccccc1)C(c1ccccc1F)n1c(=O)c(-c2cc3ccccc3[nH]2)nc2ccccc21 (configuration not stated) | x | 2.2 | 15.2 | -0.3 | 27.5 | 0.5 | 24.0
NC(=O)c1ccc[n+](CC(=O)c2ccc(Cl)c(Cl)c2)c1 | -13.5 | -8.2 | -1.4 | -5.9 | 10.9 | -2.1 | -7.1
COC(=O)c1ccc(NC(=O)CCc2nnc3ccc(N4CCC5(CC4)OCCO5)nn23)cc1 | -3.8 | x | u | -0.4 | -4.1 | -2.0 | 14.4
CO[C@@H]1CN(C)C(=O)c2ccc(NC(=O)Nc3ccccc3)cc2OC[C@H](C)N(C(=O)CN(C)C)C[C@@H]1C | -11.4[16.7 µM] | -10.8 | 0.2 | -11.1 | -1.6 | 1.6 | x
Cc1ccccc1NC(=O)c1ccccc1 | 3.8 | x | x | 7.9 | x | x | -30.7
COCC#Cc1ccc2c(c1)O[C@H](CN(C)S(=O)(=O)c1ccc(OC)cc1)[C@H](C)CN([C@H](C)CO)S2(=O)=O | 119.9*[16.7 µM] | 25.6 | 1.0 | x | -18.9 | 0.1 | 11.3
CNC(=O)C[C@@H]1CC[C@@H]2[C@H](COC[C@H](O)CN2S(=O)(=O)c2ccccc2Cl)O1 | 3.5[16.7 µM] | -7.2 | 0.2&-11.8 | 2.8&1.2 | 1.4&-7.7 | -0.4&-1.5 | 11.6
CC(C)CNC(=O)C1(C)CCCN1C(=O)c1ccc2c(c1)CCO2 (configuration not stated) | 3.9 | 5.5 | -4.3 | -1.2 | x | 5.4 | -8.2
O=C(CCN1CCCCC1)NCC[C@H]1CC[C@@H](NC(=O)C2CC2)[C@H](CO)O1 | x | 3.3 | -8.3 | x | 8.1 | -2.3 | -3.7
N#C[C@@H]1[C@H](c2ccc(-c3cccc(F)c3)cc2)[C@H](CO)N1C(=O)NC1CCCCC1 | x | -2.3 | -13.9 | 18.9 | -19.6 | -1.5 | x
Cc1ccc(N2C(=O)NC(NS(=O)(=O)c3ccc(C)cc3)(C(F)(F)F)C2=O)cc1 (configuration not stated) | -5.6 | 4.0 | u | 2.8 | 24.7 | 0.8 | 2.4
Cc1ccc(S(=O)(=O)CCC(=O)N2CCN(c3ccccc3O)CC2)cc1 | 0.0 | -3.3 | 18.4 | -4.5 | x | -2.9 | 0.1
COc1cccc(CN=c2c([N+](=O)[O-])nn(-c3ccccc3C)n2O)c1 | x | -10.1 | -3.3 | -0.9 | 8.8 | -1.8 | 8.8
CCOC(=O)c1cc(C(C)=O)c(=O)[nH]c1C | -0.2 | -7.9 | -0.4 | -1.0 | -17.9 | 1.7 | -8.7
COCCN(Cc1ccco1)C(=O)Cn1ncc2c(=O)oc3ccccc3c21 | x | -1.9 | 0.5 | 10.4 | 4.9 | -2.0 | 10.4
C[C@H](CO)N1C[C@H](C)[C@H](CN(C)Cc2ccc(-c3ccccc3)cc2)OCc2cnnn2CCCC1=O | -3.0[16.7 µM] | 13.4 | -2.0 | -2.9 | -7.2 | -0.4 | x
CC(=O)c1sc(NC(=O)c2cccs2)nc1C | 0.1 | -31.6 | -5.2 | 3.1 | -0.5 | 0.9 | -61.1
COc1cc(N=Nc2ccc(C)cc2S(N)(=O)=O)c(C)cc1N | 51.8 | -12.5 | -1.1 | -4.5 | -1.0 | 1.2 | 10.8
COc1ccc(CNc2cc(NCCCO)c([N+](=O)[O-])c3nonc23)cc1 | x | 9.3 | -4.5 | -6.5 | 2.2 | x | 19.3
Cc1oc(-c2ccc(Cl)cc2)nc1CN1CCC(C(=O)NCCCN2CCCC2=O)CC1 | x | 1.4 | -9.1 | 2.4 | 4.5 | -0.6 | 17.4
Cn1cccc1/C=N/NC(=O)C12CC3CC(CC(C3)C1)C2 | x | x | x | 3.5 | -4.9 | x | -10.1
O=C(C[C@@H]1CC[C@H](NC(=O)Cc2ccccn2)[C@H](CO)O1)NCCc1ccncc1 | -1.3[16.7 µM] | 9.8 | 1.6 | -10.7 | 5.9 | 0.0 | -0.2
CN(C(=O)c1ccccc1C(=O)OCC(=O)c1ccc(Br)cc1)c1ccccc1 | x | 7.3 | -4.8 | 3.0 | -12.2 | -1.3 | 15.2
O=C(NC(=S)Nc1nc2ccc(F)cc2s1)c1ccco1 | 0.8 | -15.9 | 0.6 | -11.5 | 5.7 | 3.2 | -5.2
COc1ccc(C[C@@H]2CCc3cnnn3COC[C@H](c3ccccc3)NC2=O)cc1 | x | 8.0 | 6.6 | -4.5 | 2.8 | x | 1.2
N#C[C@H]1[C@@H](c2ccccc2-c2cccc(F)c2)[C@H](CO)N1C(=O)CN1CCOCC1 | x | 3.0 | -5.4 | 3.7 | -5.6 | -6.8 | x
CC1(Cc2ccccc2C#N)C(=O)Nc2ccc(-c3ccccc3)cc21 (configuration not stated) | 9.6 | 5.0 | -7.4 | -4.1 | -15.5 | -1.7 | 9.5
COc1ccc(CN(C)C[C@H]2Oc3c(NC(=O)C4CCCCC4)cccc3C(=O)N([C@H](C)CO)C[C@@H]2C)cc1 | 51.4[16.7 µM] | 11.9 | 2.8 | x | -18.8 | -0.1 | 16.3
CCOc1ccccc1NC(=O)C1CCN(S(=O)(=O)c2c(C)noc2C)CC1 | -6.2 | x | x | 7.8 | x | x | 3.5
O=C(CSc1ccccc1F)NNC(=O)c1ccncc1 | 6.3 | 2.6 | -3.1 | 2.3 | 11.6 | 3.6 | -3.4
CCN1C(=O)[C@H]2[C@@H](c3ccc(SC4CCCCC4)cc3)N3CCCC[C@@]3(C(=O)OC)[C@H]2C1=O | 0.1 | -2.9 | x | -6.3 | -10.5 | 0.3 | -15.9
COC(=O)[C@@H]1[C@@H](CO)[C@@H]2Cn3c(ccc(-c4cccc(F)c4)c3=O)[C@@H]2N1CC1CCCC1 | 2.1[16.7 µM] | 5.7 | -12.8 | x | -24.4 | -6.0 | 64.0*
COCCNC(=O)c1ccc(N2CC3CC(C2)c2cccc(=O)n2C3)c(NC(=O)c2ccc(F)cc2)c1 (configuration not stated) | 1.9 | 9.3 | -7.5 | 5.9 | x | 1.1 | -22.7
CCSc1ccccc1C(=O)Nc1ccc([N+](=O)[O-])cc1OC | x | -2.8 | 10.2 | 3.3 | 2.4 | -0.9 | -4.1
COc1ccc(NC(=O)c2cc(C)nn2-c2ccccc2)cc1 | 5.7 | -31.8 | -0.3 | 5.3 | x | -1.1 | -67.3
Cc1ccc(C)c(S(=O)(=O)Nc2ccc(C(=O)NCC(c3ccco3)N(C)C)cc2)c1 (configuration not stated) | 16.5 | 6.5 | 5.1 | 3.2 | -9.9 | -0.3 | 17.6
Cc1ccc(F)cc1CNC(=O)C1CCC(=O)N(C2CC2)C1 (configuration not stated) | -1.8 | x | 18.1 | 3.5 | 6.6 | -4.7 | -9.2
CC(C)CNC(=O)c1[nH]c(C(F)(F)F)nc1-c1ccccc1 | -2.7 | 5.9 | 4.2 | 2.1 | 8.2 | 1.1 | -15.1
Cc1cccc(NC(=S)NCCO)c1C | x | x | x | -1.1 | -9.8 | x | 14.6

Some of these compounds in order of the INS-1E GSIS act value, smallest number first:
SMILES	INS-1E GSIS act
CO[C@@H]1CN(C)C(=O)c2ccc(NC(=O)Nc3ccccc3)cc2OC[C@H](C)N(C(=O)CN(C)C)C[C@@H]1C	-1.6
C[C@H](CO)N1C[C@H](C)[C@@H](CN(C)C(=O)C2CCCCC2)OCCCC[C@H](C)Oc2ccc(NS(=O)(=O)c3cn(C)cn3)cc2C1=O	13.0
COc1ccc(NC(=O)C2Cc3c(-c4ccncc4)ccnc3O2)cc1OC (configuration not stated)	20.9
Cc1ccc(N2C(=O)NC(NS(=O)(=O)c3ccc(C)cc3)(C(F)(F)F)C2=O)cc1 (configuration not stated)	24.7

Reformatted with values under each structure: entries from further up
Results follow in this order: miR122 inh | EWS-Fli inh | DENV2 CPE rescue | FN deposition inh | INS-1E GSIS act | F508del corr | PAX8 reporter
- COc1cc(N=Nc2ccc(C)cc2S(N)(=O)=O)c(C)cc1N
    51.8 | -12.5 | -1.1 | -4.5 | -1.0 | 1.2 | 10.8
- CCOc1ccccc1NC(=O)C1CCN(S(=O)(=O)c2c(C)noc2C)CC1
    -6.2 | x | x | 7.8 | x | x | 3.5
